Screening results deposited in PubChem by National Center for Advancing Translational Sciences (NCATS).
AmpC inh no detg: qHTS Inhibitors of AmpC Beta-Lactamase (assay without detergent) | P00811 | AmpC nitrocefin hydrolysis, absorbance 480 nm, 0.0001% Triton | Potency, µM (doses to about 57.1 µM), without a hit: at the highest dose activity change, negative = inhibition, most hits filed as inhibitors | 330,000 tested, 0.52% active | AID 485341, 2010;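 note: potency is the fitted concentration of half-maximal effect; plate controls were no compound for no effect and no enzyme for full effect; nearly all actives have a fitted effect of over 20% in size; some results filed as inactive show a strong effect at the top dose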
Target sequence (P00811 whole entry, looked up): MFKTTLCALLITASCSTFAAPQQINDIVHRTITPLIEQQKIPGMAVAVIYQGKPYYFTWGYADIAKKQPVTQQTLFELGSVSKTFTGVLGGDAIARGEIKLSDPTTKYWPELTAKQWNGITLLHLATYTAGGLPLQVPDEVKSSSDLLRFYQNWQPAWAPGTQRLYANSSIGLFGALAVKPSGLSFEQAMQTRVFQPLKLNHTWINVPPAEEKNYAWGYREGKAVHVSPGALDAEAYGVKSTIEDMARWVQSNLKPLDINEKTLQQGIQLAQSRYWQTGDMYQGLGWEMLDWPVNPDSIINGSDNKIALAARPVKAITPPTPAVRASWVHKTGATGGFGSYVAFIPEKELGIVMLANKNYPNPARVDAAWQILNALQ
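20 mM phosphate pH 7.0 + 0.01% (detergent screen) or 0.0001% Triton X-100; 5.3 nM AmpC reagent; cpd preinc 15 min RT; nitrocefin (800 uM stock) to start; A480 q20 s × 4 min; Activity was normalised to no-enzyme and no-compound control wells.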
AmpC detergent: qHTS Inhibitors of AmpC Beta-Lactamase (assay with detergent); P00811; AmpC hydrolysis of nitrocefin, absorbance 480 nm, 0.01% Triton; Potency, µM (top dose mostly 114 µM), for inactives: at the top dose activity change, negative = inhibition, hits mostly inhibitors; 370,000 tested, 0.041% active;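 note: potency is the fitted concentration of half-maximal effect; 0% = no-compound wells and -100% = no-enzyme wells; nearly all actives have a fitted effect of over 25% in size; some results filed as inactive show a strong effect at the top dose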
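AmpC (5.3 nM in the dispensed reagent) in 20 mM phosphate pH 7.0 with 0.01% (detergent screen) or 0.0001% Triton X-100 was preincubated with compounds for 15 min at room temperature. Nitrocefin was then added from an 800 uM solution, and hydrolysis was followed at 480 nm.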
Tb PYK inh: qHTS of Trypanosoma Brucei Inhibitors | pyruvate kinase (Trypanosoma brucei), Q57TT1 | TbPYK enzyme, Kinase-Glo Plus ATP luminescence, 45 min | Potency, µM (top dose mostly 76.8 µM), without a hit: at the top dose activity, negative = inhibition, usual class: inhibitors | 410,000 tested, 0.12% active | AID 624173, 2012; note: potency is the fitted concentration of half-maximal effect; nearly all actives have a fitted effect of over 50% in size
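Glycolytic pyruvate kinase of T. brucei was incubated with substrate, test compound and 130 uM ADP for 45 minutes at room temperature. Luminescent Kinase-Glo Plus signal was measured after 10 minutes.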
AMA1-RON2 inh: qHTS for Inhibitors of AMA1-RON; Towards Development of Antimalarial Drug Lead: Primary Screen; AlphaScreen AMA1-biotinylated RON2 peptide binding; Potency, µM (top dose mostly 58.2 µM), for inactives: at the top dose activity change, negative = inhibition, usual class: inhibitors; 360,000 tested, 0.2% active; Plasmodium falciparum AMA1 (3D7) - RON2 peptide interaction;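 note: potency is the fitted concentration of half-maximal effect; 0% = vehicle wells and -100% = peptide control; nearly all actives have a fitted effect of over 45% in size; some results filed as inactive show a strong effect at the top dose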
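AMA1 (3D7) with his tag at 25 nM final met compounds first, then biotinylated RON2 peptide at 25 nM; detection used donor plus acceptor beads, 10 µg/mL apiece, read by AlphaScreen after 30 min at room temperature.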
Sm TGR inh: qHTS Assay for the Inhibitors of Schistosoma Mansoni Peroxiredoxins; purified TGR, DTNB reduction, TNB absorbance 405 nm; Potency, µM (highest dose often 114 µM), inactives show top-dose activity change, negative = inhibition, most hits filed as inhibitors; Schistosoma mansoni thioredoxin glutathione reductase (TGR), Q962Y6; 360,000 tested, 3% active; note: potency is the fitted concentration of half-maximal effect; nearly all actives have a fitted effect of over 60% in size
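TGR 20 nM + NADPH 100 uM (dispensed conc.), cpd preinc 15 min RT; start with NADPH (500 uM addition) then DTNB (15 mM addition). Kinetic TNB absorbance, 405 nm filter. Four-parameter Hill fit across titration.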
HCMV inh: qHTS Assay for inhibitors of the human cytomegalovirus (HCMV); HFF cells, HCMV-luciferase reporter, 72 h; active compounds read low; activity change, negative = inhibition, % at 57.5 µM; 410,000 tested, 4.5% active; AID 1259415, 2018; in the data active = activity change below about -60%; inconclusive = no clear call, values can overlap the other calls; inactive = above about -39%
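Screen run at 2 compound doses on HFFs infected with reporter HCMV, MOI 1 PFU/cell. Luciferase activity from cell lysates at 72 h post infection gave inhibition relative to buffer-only and Salinomycin wells.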
LmPK inh: qHTS Assay for Inhibitors of Leishmania Mexicana Pyruvate Kinase (LmPK); AID 1721, 2009; Potency, µM (highest dose often 57.5 µM), for inactives: at the highest dose activity change, negative = inhibition, hits mostly inhibitors; 290,000 tested, 0.37% active; purified LmPK, Kinase-Glo ATP luminescence, 1 h; note: potency is the fitted concentration of half-maximal effect
Target sequence (Q27686 whole entry, looked up): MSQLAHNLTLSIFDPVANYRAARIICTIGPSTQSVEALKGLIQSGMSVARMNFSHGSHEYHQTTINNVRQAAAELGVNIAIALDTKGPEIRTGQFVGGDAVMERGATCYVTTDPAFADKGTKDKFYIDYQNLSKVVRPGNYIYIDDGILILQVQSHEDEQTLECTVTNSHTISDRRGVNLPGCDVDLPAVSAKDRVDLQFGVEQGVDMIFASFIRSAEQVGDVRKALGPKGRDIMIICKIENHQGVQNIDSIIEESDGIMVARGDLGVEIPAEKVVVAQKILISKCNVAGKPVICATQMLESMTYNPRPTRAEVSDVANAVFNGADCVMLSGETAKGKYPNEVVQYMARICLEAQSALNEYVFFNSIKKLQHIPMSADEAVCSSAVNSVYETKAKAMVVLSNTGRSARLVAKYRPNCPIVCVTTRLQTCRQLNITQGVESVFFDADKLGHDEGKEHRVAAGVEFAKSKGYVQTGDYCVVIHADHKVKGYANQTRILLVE
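In 50 mM imidazole pH 7.2 with 7 mM MgCl2, LmPK (0.1 nM) turned over PEP (0.5 mM) and ADP (0.1 mM) for 1 h at room temperature. Luciferase read-out of ATP.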
The depositor's hits bear a star; ? = inconclusive; · = not tested or not shown; [ ] = remark or other dose. Unless noted, calls come from the whole dose curve; as a rule, active = well fitted curve in the direction sought with a large enough effect; inconclusive = small, poorly fitted or top-dose-only effect, or another doubt; inactive = no such curve, though single readings can be large; an effect the other way counts as inactive or inconclusive. Unless noted, % is set by controls: 0 for no effect and ±100 for the full control effect.

SMILES	AmpC inh no detg	AmpC detergent	Tb PYK inh	AMA1-RON2 inh	Sm TGR inh	HCMV inh	LmPK inh
Cc1cc(C)cc(NC(=O)c2cnc3sc(N4CCCC4)nn3c2=O)c1	·	11%	1%	·	1%	-29	·
COc1ccc(CCNC(=O)c2cc3c(s2)-c2ccccc2OC3)cc1OC	·	21%	2%	·	7%	?	·
COCCCNC(=O)[C@H](CSCc1ccccc1)N1Cc2ccccc2C1=O	66%[activator]	-1%	0%	0%	10%	0	-2%
Cc1cc(N=Cc2c(O)ccc3cc(Br)ccc23)no1	-19%	-16%	?	-5%	-25%	-31	3%
CCC(C(=O)O)n1nnc(-c2ccc(-c3ccc(OC)cc3)cc2)n1 (stereo unspecified)	-40%	-5%	-4%	4%	5%	62	0%
C/C(=N\NC(=O)c1cccc(C)c1O)c1ccc(NC(=O)Cc2ccccc2)cc1	-40%	-14%	3%	27%	7%	71	-2%
COc1cccc(NC(=O)CN(C)C(=O)/C=C/c2ccc3ccccc3n2)c1	-36%	?	-4%	-4%	-14%	0	·
O=C(COC(=O)c1cccc(S(=O)(=O)N2CCCCC2)c1)NCc1ccccc1	-17%	?	1%	-7%	-10%	0	·
CCOC(=O)C1CCN(C(=O)Cn2nc(C)n3c(cc4sccc43)c2=O)CC1	·	13%	3%	·	11%	-15	·
COc1cccc(OCC(=O)NN=C2c3ccccc3-c3ccccc32)c1	-25%	1%	0%	-29%	7%	-30	-1%
N#Cc1ccc(NC(=O)CN2C(=O)NC3(CCCCCCC3)C2=O)cc1Cl	-34%	0%	-2%	-3%	3%	31	·
COc1cc(C[C@@H]2C(=O)OC[C@H]2Cc2ccc(OC)c(OC)c2)ccc1O	-4%	4%	-8%	-5%	-7%	-90*	·
C=CCSc1nnc(CNS(=O)(=O)c2ccc(C)cc2)n1C	7%	?	2%	0%	-9%	-13	-1%
CN(C)c1cccc(C(=O)N2CCCC(CCC(=O)NCc3ccccc3F)C2)c1 (stereo unspecified)	71%[activator]	-9%	-5%	-12%	-25%	-26	-2%
COCCn1c(=O)[nH]c(=O)c2cc(C(=O)c3cc(OC)ccc3O)cnc21	-7%	-13%	-7%	7%	-20%	10	1%
O=[N+]([O-])c1ccc(O)c(C=Nc2ccc3nc(-c4ccccc4)[nH]c3c2)c1	-43%	-7%	0%	19%[11.6 µM]	-14%	8	-21%
COc1ccc(C2CC(c3cccs3)=NN2C(=O)COC(=O)C2CCCCC2)cc1OC (stereo unspecified)	153%[activator]	-6%	0%	-18%	·	-40	-1%
COCC(=O)N1CCC(n2nnc3cc(F)ccc32)CC1	-9%	1%	-4%	-1%	-31%	-7	-3%
CCc1ccc(N2C(=O)C3CCCN3C2=S)cc1 (stereo unspecified)	-17%	-8%	2%	-25%	0%	21	-5%
COC(=O)c1cc(NS(=O)(=O)c2ccc(N3CCC(C)CC3)c([N+](=O)[O-])c2)cc(C(=O)OC)c1	?	2%	-3%	-28%	0%	23	2%
CS(=O)(=O)NCc1ccc(C(=O)NC2CCCCC2)cc1	-13%	1%	-13%	0%	0%	23	1%
Cc1cccc(OCc2nnc(SCC(=O)NC3CCCC3)n2C)c1	-9%	?	-2%	1%	3%	2	0%
Cc1cc(C)n2nc(C(=O)OCC(=O)N(C)CC(=O)Nc3ccccc3Cl)nc2n1	-2%	?	-6%	-4%	1%	-20	·
COc1ccc(CCC(C)NCc2cccc(Br)c2)cc1 (stereo unspecified)	-3%	-5%	-1%	-1%	4%	-4	0%

Arranged by length of the SMILES (ascending): 9 of the compounds above.
SMILES	AmpC inh no detg	AmpC detergent	Tb PYK inh	AMA1-RON2 inh	Sm TGR inh	HCMV inh	LmPK inh
CCc1ccc(N2C(=O)C3CCCN3C2=S)cc1 (stereo unspecified)	-17%	-8%	2%	-25%	0%	21	-5%
COc1ccc(CCC(C)NCc2cccc(Br)c2)cc1 (stereo unspecified)	-3%	-5%	-1%	-1%	4%	-4	0%
COCC(=O)N1CCC(n2nnc3cc(F)ccc32)CC1	-9%	1%	-4%	-1%	-31%	-7	-3%
C=CCSc1nnc(CNS(=O)(=O)c2ccc(C)cc2)n1C	7%	?	2%	0%	-9%	-13	-1%
CN(C)c1cccc(C(=O)N2CCCC(CCC(=O)NCc3ccccc3F)C2)c1 (stereo unspecified)	71%[activator]	-9%	-5%	-12%	-25%	-26	-2%
COCCn1c(=O)[nH]c(=O)c2cc(C(=O)c3cc(OC)ccc3O)cnc21	-7%	-13%	-7%	7%	-20%	10	1%
COc1ccc(C2CC(c3cccs3)=NN2C(=O)COC(=O)C2CCCCC2)cc1OC (stereo unspecified)	153%[activator]	-6%	0%	-18%	·	-40	-1%
Cc1cc(C)n2nc(C(=O)OCC(=O)N(C)CC(=O)Nc3ccccc3Cl)nc2n1	-2%	?	-6%	-4%	1%	-20	·
COC(=O)c1cc(NS(=O)(=O)c2ccc(N3CCC(C)CC3)c([N+](=O)[O-])c2)cc(C(=O)OC)c1	?	2%	-3%	-28%	0%	23	2%

Remaining list, next part
SMILES	AmpC inh no detg	AmpC detergent	Tb PYK inh	AMA1-RON2 inh	Sm TGR inh	HCMV inh	LmPK inh
Cc1ccc(CNC(=O)CC2(CC3=NS(=O)(=O)c4ccccc4N3)CCCC2)cc1	2%	-12%	-1%	-4%	-1%	-8	-2%
O=C(Nc1cccc(C(F)(F)F)c1)c1csc(COCCO)n1	·	·	4%	3%	·	2	·
CCOC(=O)Cn1nc(NC(=O)COc2ccc(F)cc2)cc1C	-15%	1%	1%	15%	1%	-5	-2%
O=C(O)C(Cc1cnc[nH]1)NS(=O)(=O)c1ccc(Br)cc1 (stereo unspecified)	-15%	-6%	2%	-5%	-3%	26	-1%
CCn1nc(C)cc1C(=O)OCC(=O)c1ccc(Cl)cc1	10%	-10%	-1%	-11%	0%	16	-2%
O=C(CN1CCN(C/C=C/c2ccccc2)CC1)Nc1ccccc1C(=O)NC1CC1	30%	6%	-1%	?	6%	-22	-9%
COCCNCc1cc(C)n(-c2cc(S(=O)(=O)N3CCOCC3)ccc2N2CCCC2)c1C	·	·	2%	-8%[11.6 µM]	·	-15	·
COc1cccc(CNC(=O)N[C@@H](CC(C)C)C(=O)O)c1	-4%	?	-5%	5%	-4%	-22	2%
Cc1c(C(=O)NCCN(C)C)oc2c1-c1nn(Cc3ccccc3Cl)cc1CC2	·	20%	4%	·	8%	-11	·
CC(C)C(=O)Nc1nc2cc3c(cc2s1)OCCO3	-24%	4%	1%	0%	13%	-9	-8%
Cc1nn(CC(=O)N2CCCCC2)c(=O)c2nn(-c3ccccc3)c(C)c12	-16%	-1%	9%	0%	18%	-5	4%
O=C(CSc1nnc2scc(-c3ccc(Cl)cc3)n12)Nc1ccc(F)cc1	·	5%	-8%	·	-9%	-23	·
O=CC(=Cc1ccccc1)c1ccccc1	·	·	0%	4%	·	-13	·
O=Cc1s/c(=N\S(=O)(=O)c2ccccc2)n(CCCCl)c1Cl	-33%	?	-11%	-11%	0.63µM*	-108*	0%
COC(=O)Cc1[nH]n(-c2nc3ccccc3s2)c(=O)c1C(C)=Nc1ccc(OC)cc1	-19%	16%	0%	9%	7%	-94*	-3%
Clc1ncn(C23CC4CC(CC(C4)C2)C3)n1	-9%	?	-4%	14%	-5%	36	5%
O=C(Nc1ccccc1Cl)c1ccc(COc2ccc3c(c2)CCC3)cc1	-17%	-13%	-8%	-1%[11.6 µM]	2%	12	1%
COc1ccc(OC)c(C2C(C(=O)c3cccs3)=C(O)C(=O)N2c2cc(C)on2)c1 (stereo unspecified)	-7%	-2%	3%	-3%	-19%	3	2%
O=C(C[C@H]1C/C=C\C[C@H](NC(=O)OCC2c3ccccc3-c3ccccc32)C(=O)OC[C@H]2CCCN2C1=O)NCCO	157%[activator]	·	-3%	21%	·	9	·
O=C(c1cccc(C(F)(F)F)c1)C1CCCN(C(=O)/C=C/c2cnc[nH]2)C1 (stereo unspecified)	54%	?	-3%	-2%	-1%	-12	-9%
Cc1cc(=O)oc(C)c1C(=O)N1CCN(Cc2ccc3c(c2)OCO3)CC1	-17%	?	-4%	-4%	-27%	73	3%
O=C(Nc1c(C(=O)Nc2cccc(F)c2)oc2ccccc12)c1cc2ccccc2o1	·	4%	8%	·	7%	-19	·
CCS(=O)(=O)N1Cc2ccccc2CC1C(=O)Nc1ccc(OC)cc1 (stereo unspecified)	-21%	1%	-2%	0%	-20%	-1	2%
O=C(Nc1cccc(Cl)c1)c1ccc(Cn2cc(Cl)cn2)cc1	-22%	-2%	-3%	2%	11%	-14	2%
O=C(NNC(=O)C1CCN(S(=O)(=O)c2ccccc2)CC1)c1ccccc1O	-24%	4%	-2%	79%[activator]	8%	-36	0%
N=c1c2c3c(sc2ncn1N)CCCC3	-40%	3%	-11%	-13%	8%	-31	9%
CC1CCCN(S(=O)(=O)c2ccc([N+](=O)[O-])cc2)C1 (stereo unspecified)	-15%	?	2%	0%	-32%	-27	-1%
COc1ccc(S(=O)(=O)NCCCCOc2ccc(Cl)cc2)cc1	-23%	-5%	7%	24%	-5%	-27	-2%
OC(CNCc1ccccc1F)COc1cccc2ccccc12 (stereo unspecified)	27%	-10%	1%	-5%	1%	9	-4%
O=S(=O)(NCc1ccccn1)c1cc(OCC(F)(F)F)ccc1OCC(F)(F)F	10%	-3%	1%	-8%	19%	35	-1%
CC(C)(C)C(=O)Nc1nnc(Cc2ccccc2)s1	-21%	-10%	0%	10%	-20%	39	-5%
Cc1ccc(CNc2nc3cc(-c4ccccc4)sc3c(=O)n2C)c(C)c1	·	·	2%	0%	·	-8	·
